# Source: PubChem
# S2 tox: viability counter-screen for ATXN expression inhibitors; actives 0.49% (n = 400,000); Potency, µM (doses to about 56.7 µM), hits mostly cytotoxic; AID 651635; S2 cells (HEK-293 line with an ATXN2-luciferase reporter) viability, CellTiter-Fluor protease fluorescence, 24 h; further: potency means the concentration at half of the fitted maximal effect; nearly all actives have a fitted effect of over 40% in size
# HT1080 IDH1KD tx: toxicity to HT-1080 IDH1 knockdown cells (counter line); AID 686971; actives 2% (n = 360,000); Potency, µM (highest dose often 46.1 µM), without a hit: at the highest dose activity, negative = toxicity, most hits filed as cytotoxic; HT-1080 IDH1 knockdown viability, ATP luminescence, 48 h;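 further: potency means the concentration at half of the fitted maximal effect; 0% = DMSO wells and -100% = cell-free medium wells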
#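 In this qHTS, HT-1080 cells depleted of IDH1 are exposed for 48 h at 37 °C to compound titrations. Toxicity is scored from CellTiter-Glo luminescence, with DMSO as full viability and medium alone as none.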
# ATXN2 expr inh: ATXN2 expression inhibition | HEK-293 ATXN2-luciferase reporter, luminescence, 24 h | Potency, µM (series often up to 57 µM), for inactives: top-dose activity change, negative = inhibition, actives largely listed as inhibitors | actives 0.72% (n = 360,000); further: potency means the concentration at half of the fitted maximal effect; on the % scale 0 is the no-effect control and ±100 the full control effect; nearly all actives have a fitted effect of over 55% in size
#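 qHTS (up to 57 uM final) was run with 24 h compound exposure of reporter cells at 37 °C. Each well was multiplexed: SteadyGlo luminescence measured ATXN2-luciferase expression after a fluorogenic Gly-Phe-AFC viability readout (25 uM final).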
# IL-1B inflam inh: inhibitors of inflammasome signaling (IL-1 beta secretion); AID 743279; actives 4.7% (n = 360,000); THP-1 LPS/ATP IL-1B secretion, AlphaLISA, 16 h; stronger effect = lower value; activity change, % at 57.5 µM; in the data active means activity change below about -50%; inconclusive means mostly about -30% to -49%; further: on the % scale 0 is the no-effect control and ±100 the full control effect
#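 THP-1 cells pretreated 1 hr with compounds (up to 57.5 uM final), then stimulated with LPS (250 ng/mL final) plus ATP (1.25 mM final); secreted IL-1B measured by AlphaLISA after 16 hr, decreased signal indicating inhibition.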
# HT1080NT lethal: kills 2HG-producing HT-1080-NT fibrosarcoma cells. HT-1080-NT fibrosarcoma viability, CellTiter-Glo ATP luminescence, 48 h. Potency, µM (top dose mostly 46.1 µM), for inactives: at the highest dose activity, negative = less viability, actives largely listed as cytotoxic. actives 1.6% (n = 360,000). AID 686970;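 further: NT is the 2HG producing partner of a matched IDH1 knockdown line; potency means the concentration at half of the fitted maximal effect; 0% = DMSO-treated cells and -100% = media-only wells without cells; nearly all actives have a fitted effect of over 55% in size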
#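 HT-1080-NT fibrosarcoma cells (2HG-overproducing), 750 cells/well in RPMI with 5% FBS, dosed after 2 h and incubated 48 h at 37C. CellTiter-Glo luminescence normalized to DMSO and no-cell wells; concentration-response curves fitted and classed.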
# KB-3-1 cytotox: kills parental KB-3-1 adenocarcinoma cells; KB-3-1 viability, CellTiter-Glo ATP luminescence, 72 h; actives 1.4% (n = 400,000); Potency, µM (series often up to 46.1 µM), for inactives: at the highest dose activity change, negative = cytotoxic, usual class: cytotoxic; AID 1347075; further: potency means the concentration at half of the fitted maximal effect; on the % scale 0 is the no-effect control and ±100 the full control effect; nearly all actives have a fitted effect of over 60% in size
#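 Using CellTiter-Glo luminescence, growth of non-resistant KB-3-1 adenocarcinoma cells is assessed 72 h after pin-tool compound addition at 37 °C. Normalized responses across the concentration series yield fitted curves.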
# MCF10A rereplic: inducers of DNA re-replication in MCF 10A breast cells. MCF 10A DNA re-replication, Hoechst nuclear intensity, 48 h. AID 624296. actives 2.9% (n = 350,000). Potency, µM (doses to about 46.1 µM), for the others: at the top dose activity, positive = re-replication, hits mostly activators; further: potency means the concentration at half of the fitted maximal effect; % of control where 0% means no effect; nearly all actives have a fitted effect of over 50% in size
# KB-V1 cytotox: KB-V1 MDR subline cytotoxicity. actives 3.4% (n = 400,000). Potency, µM (highest dose often 46.1 µM), inactives show top-dose activity change, negative = cytotoxicity, actives largely listed as cytotoxic. KB-V1 MDR cells viability, CellTiter-Glo, 72 h; further: potency means the concentration at half of the fitted maximal effect; on the % scale 0 is the no-effect control and ±100 the full control effect; nearly all actives have a fitted effect of over 60% in size
#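 KB-V1, DMEM (no phenol red) + 10% FBS; cpd pin-transferred, titration series; 72 h, 37 degrees C; CellTiter-Glo, luminescence. Data normalized, curve-fit.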
# SW480 rerep: inducers of DNA re-replication in SW480 colon cancer cells. Potency, µM (series often up to 46.1 µM), for the others: at the highest dose re-replication activation, hits mostly activators. AID 624297. SW480 DNA re-replication, Hoechst DNA content imaging, 48 h. actives 1.8% (n = 340,000); further: potency means the concentration at half of the fitted maximal effect; % of control where 0% means no effect; nearly all actives have a fitted effect of over 55% in size
#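 250 cells/well; 23 nL cpd via pin tool; 48 hr, 37 C, 5% CO2; Hoechst 40 min; imager read of total nuclear intensity, ex 405/em 500-530 nm.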
# An asterisk follows results filed as active; i = inactive; u = inconclusive; x = not tested or not shown; & = joins results of further samples; [ ] = another dose, or the depositor's remark. Unless noted, the call rests on the fitted dose curve; in most records, active means well fitted curve in the direction sought with a large enough effect; inconclusive means small, poorly fitted or top-dose-only effect, or another doubt; inactive means no such curve, though single readings can be large; an effect the other way counts as inactive or inconclusive. Compounds were not picked by outcome; any-hit rate near 11%.
SMILES,S2 tox,HT1080 IDH1KD tx,ATXN2 expr inh,IL-1B inflam inh,HT1080NT lethal,KB-3-1 cytotox,MCF10A rereplic,KB-V1 cytotox,SW480 rerep
Cc1ccc(-n2nc3c(c2NC(=O)c2ccc4c(c2)OCO4)CS(=O)C3)c(C)c1 (configuration not stated),i,1%,-3%,0,3%,7%,6%,1%,0%
O=C(Cn1ncc2c3ccccc3n(Cc3ccccc3)c2c1=O)NCc1cccs1,i,x,2%,x,x,6%,x,-10%,x
CCOCCSc1nnc2nc(C)cc(C)n12,i,14%,-2%,-15,20%,12%,5%,-2%,-3%
COc1ccc(S(=O)(=O)NCCSC(C)(C)C)cc1,u,-18%,-4%,5,19%,2%,3%,-1%,-4%
O=C(CCS(=O)(=O)c1ccccc1)Nc1nc2c(s1)CCCC2,i,-16%,29%,19,-8%,u,5%,u,-2%
O=C(CSC1=NS(=O)(=O)c2cc(Cl)ccc2N1)Nc1ccccc1C(F)(F)F,i,0%,5%,-1,3%,2%,-2%,u,u
COc1ccccc1CNC(=O)Nc1nnc([C@H]2C[C@H](O)[C@@H](CO)O2)s1,i,2%,20%,3,2%,9%,x,-6%,x
COc1ccccc1N(C)S(=O)(=O)c1ccc(C(=O)OC(C)C(=O)NCc2ccc3c(c2)OCO3)cc1 (configuration not stated),i,0%,x,35,-3%,6%,17%,3%,-2%
CCOC(=O)C1CCCN(C(=O)Cc2ccc(Cl)cc2)C1 (configuration not stated),i,9%,4%,15,6%,-2%,-1%,-10%,1%
C=CCOC(=O)C1=C[C@@H](c2cn(C(C)=O)c3ccccc23)C[C@@H](OCc2ccc(CO)cc2)O1,u,-14%,0%,13,-4%,0%,23µM*,-7%,-29%
Cc1cccc(NC(=O)C2CCCN(c3nc(C)cc(C)n3)C2)c1 (configuration not stated),i,-17%,-15%,0,5%[9.24 µM],2%,-5%,-14%,-1%
CSc1ncccc1C(=O)Nc1cccc(S(=O)(=O)N2CCCCC2)c1,u,0%,x,10,-4%,0%,2%,-11%,-4%
CCOC(=O)[C@]12CCCC=C1N(Cc1ccccc1)C(=O)[C@H](CC(=O)NCCCCc1ccccc1)C2,x,u,x,-3,-21%,-1%,x,u,x
Nc1ncc(-c2ccccc2)c(-c2ccc(OCc3ccccc3)cc2O)n1,i,u,-7%,-103*,u,u,21µM*,-8%,u
CCN(CC)S(=O)(=O)c1ccc2[nH]c(=O)cc(C(=O)Nc3cccc(C(C)=O)c3)c2c1,i,-1%,x,17,1%,6%,-4%,u,-6%
CC1CCN(C2=NC(=O)/C(=C/c3cn(-c4ccccc4)nc3-c3cccc(S(=O)(=O)N(C)C)c3)S2)CC1,i,0%,27%,-30,-2%,-8%,5%,15%,21µM*
OC[C@@H]1[C@@H](c2ccccc2)C(c2cccc(Cl)c2)=NN1c1ccccc1,x,u,-31%,u,12µM*,u,u,u,u
COc1cccc(NC(=O)c2ccccc2NS(C)(=O)=O)c1,i,-2%,3%,15,-6%,-4%,-1%,-3%,5%
CCOc1cccc2sc(N(CCCN(C)C)C(=O)c3ccc(S(=O)(=O)N4CCCCCC4)cc3)nc12,u,0%,-21%,u,-17%,x,5%,x,3%
CCOc1ccc(/C=N/NC(=O)c2nnn(-c3nonc3N)c2CN(C)C2CCCCC2)cc1,i,11%,-14%,6,21%,-2%,-4%,-2%,-10%

# 3 of the entries above in order of their number in SW480 rerep, lowest first:
Compound	IL-1B inflam inh	SW480 rerep
COc1ccccc1N(C)S(=O)(=O)c1ccc(C(=O)OC(C)C(=O)NCc2ccc3c(c2)OCO3)cc1 (configuration not stated)	35	-2%
Cc1ccc(-n2nc3c(c2NC(=O)c2ccc4c(c2)OCO4)CS(=O)C3)c(C)c1 (configuration not stated)	0	0%
COc1cccc(NC(=O)c2ccccc2NS(C)(=O)=O)c1	15	5%

# The list goes on.
SMILES,S2 tox,HT1080 IDH1KD tx,ATXN2 expr inh,IL-1B inflam inh,HT1080NT lethal,KB-3-1 cytotox,MCF10A rereplic,KB-V1 cytotox,SW480 rerep
CC(=O)Nc1ccc(/C=N/NC(=S)NC(C)C)cc1,i,4%,x,14,5%,15%,3%,-19%,-4%
CCOc1nc2cccc(C(=O)O)c2n1Cc1ccc(-c2ccccc2-c2nn[nH]n2)cc1,i,x,u,x,x,x,u,x,2%
Cc1ccc(C)c(NS(=O)(=O)c2ccc(OCC(=O)N3CCCC3)cc2)c1,i,-8%,-1%,-6,4%,-5%,23%,21µM*,-6%
Cn1c(=O)c2c(nc3n2CC(COc2ccccc2)O3)n(C)c1=O (configuration not stated),i,-12%,x,5,-11%,-1%,-2%,-23%,-8%
Cc1[nH]c2ccccc2c1C(=O)CSc1n[nH]c(N)n1,i,-17%,-3%,7,-7%,u,1%,-2%,-1%
COCCC(=O)NNS(=O)(=O)c1ccc(Cl)cc1,i,3%,-8%,-4,0%,7%,-1%,0%,-1%
CC1(C)CC2CC(C)(CN2C(=O)COC(=O)c2cccc([N+](=O)[O-])c2)C1 (configuration not stated),i,16%,3%,21,11%,3%,2%,u,1%
COCCOc1cc(NC(=O)c2cccc(OC)c2)c(Cl)cc1Cl,i,-3%,-15%,3,8%,8%,-42%[inhibitor],u,-38%[inhibitor]
Cc1ccc2c(c1)CCCN2C(=O)c1cccs1,u,u,11%,17,-21%,1%,u,16µM*,u
CC(=C/c1ccco1)/C=N/NC(=O)c1nnn(-c2nonc2N)c1CN(C)C,i,16%,-21%,0,8%,0%,-1%,-19%,-5%
Cn1nc(C(C)(C)C)c([N+](=O)[O-])c1C(=O)NCCO,i,20%,-5%,23,11%,0%,4%,26%,-6%
CC(=O)c1ccc(NC(=O)c2ccc3c(c2)nnn3C2CCCC2)cc1,i,x,-2%,x,x,2%,x,u,x
Nc1nnc(SCc2cc3c(cc2Cl)OCO3)s1,i,-1%,23%,-13,15%,-7%,15%,-24%,0%
CCOC(=O)Cc1nnc(NC(=O)c2ccccc2OCC)s1,u,5%,-12%,-11,2%,26%,-1%,1%,-3%
O=C(NNc1ccccn1)C(c1ccccc1)c1ccccc1,x,5%,x,0,6%,15%,-4%,2%,7%
Cc1cccn2c(CN(C)CC3CCCCO3)c(C(=O)N3CCCCC3)nc12 (configuration not stated),u,-7%,-3%,30,-12%,-4%,-27%,-3%,-8%[1.84 µM]
O=C(O)c1cnc(-c2ccccc2)nc1Sc1cccc(Cl)c1,u,3%,-6%,5,5%,-12%,7%,17%,-5%
CSc1cc(-c2ccccc2)[nH]c(=O)c1C#N,i,-11%,x,-1,-12%,-4%,-1%,10%,15µM*
COc1ccc(C(NC(=O)c2cc(OC)ccc2OC)c2ccccc2)cc1 (configuration not stated),i,u,-13%,-26,u,u,u,8.2µM*,u
COCCn1c(-c2ccc(SC)cc2)nc2c1c(=O)[nH]c(=O)n2CC(C)C,i,-12%,6%,23,1%,13%,13%,u,-6%
CN1CCN(C(=O)c2cccc(-c3cnc4cnc(-c5ccccc5Oc5ccccc5)cn34)c2)CC1,i,23µM*,0%,-57*,u,u,x,7.3µM*,x
O=C(CSCc1cccc(Br)c1)NC1CC1,u,11%,18%,-4,9%,6%,11%,9%,-1%
Cc1ccc(C(=O)NNC(=O)C2CCN(Cc3ccccc3)CC2)cc1,i,11%,-19%,11,22%,5%,1%,-7%,-7%
Cc1ncc(CN2CCN(Cc3ccc(F)cc3)C(CCO)C2)s1 (configuration not stated),i,17%,7%,41,8%,1%,15%,-3%,0%
Cc1cc(Br)cn2cc(C(=O)O)nc12,i,9%,1%,2,4%,-1%,-8%,23%,-104%[inhibitor]
O=C(Nc1cccc([N+](=O)[O-])c1)NN1CCCCCC1,i,-12%,u,u,-15%,5%,u,0%,-5%
CCOc1ncccc1C(=O)OCc1csc(CC(=O)Nc2ccccc2C)n1,i,-27%,-2%,-25,0%,-15%,12%,-32%,48%
CNC(=O)c1c(I)c(C(=O)NCC(=O)Nc2c(I)c(C(=O)O)c(I)c(C(=O)NCCO)c2I)c(I)c(N(C)C(C)=O)c1I,i,10%,-7%,12,u,0%,-7%&4%,1%,-3%&-2%
CCOC(=O)c1cccc(NC(=O)C2CCN(c3nnc(C)c4c(C)n(-c5ccccc5)nc34)CC2)c1,i,x,-6%,x,x,0%,x,-1%,x
COc1ccc(CCNC(=O)C2CCN(C(=O)c3ccc([N+](=O)[O-])cc3)CC2)cc1,i,12%,-18%,-23,13%,-5%,-3%,-14%,-9%
CCCCNC(=O)C1CCN(S(=O)(=O)CCC)CC1,i,x,-1%,x,x,9%,x,u,x
O=C(O)/C=C/C(=O)N1N=C(c2ccco2)CC1c1ccco1 (configuration not stated),i,1%,16%,-2,20%,-1%,-6%,-1%,-16%
CCCCn1c(N)c(N(CCOC)C(=O)c2cccc(OCc3ccccc3)c2)c(=O)[nH]c1=O,u,0%,8%,-5,8%,2%,-1%,25%,-5%
O=C(Nc1ccccc1)c1cc([N+](=O)[O-])ccc1NC1CCCCC1,i,-5%,-2%,-27,-7%,-1%,10%,-1%,11%
CC(C)c1ccc2oc3nc(N)c(C(=O)O)cc3c(=O)c2c1,i,x,37%&-27%,x,x,x,12%,x,-10%
COc1ccc(CC(=O)OC(C)C(=O)Nc2ccc(S(N)(=O)=O)cc2)cc1 (configuration not stated),i,-6%,0%,5,-6%,-2%,0%,2%,-1%
O=C(NCC1CCCCC1)c1ccc2nc([C@@H]3O[C@H](CO)[C@H](O)[C@H](O)[C@H]3O)[nH]c2c1,i,27%,1%,-3,24%,0%,x,4%,x

# Quoted from the results shown for reference:
SMILES,S2 tox,HT1080 IDH1KD tx,ATXN2 expr inh,IL-1B inflam inh,HT1080NT lethal,KB-3-1 cytotox,MCF10A rereplic,KB-V1 cytotox,SW480 rerep
CN1CCN(C(=O)c2cccc(-c3cnc4cnc(-c5ccccc5Oc5ccccc5)cn34)c2)CC1,i,23µM*,0%,-57*,u,u,x,7.3µM*,x
O=C(CSCc1cccc(Br)c1)NC1CC1,u,11%,18%,-4,9%,6%,11%,9%,-1%
